HCV inhibitor: qHTS Assay for Inhibitors of Hepatitis C Virus (HCV). Huh7.5.1 HCVcc-Cre infection, luciferase reporter, 44 h. Potency, µM (series often up to 41.8 µM), without a hit: top-dose activity change, negative = inhibition, usual class: inhibitors. 340,000 compounds, 3.4% hits. AID 651820, 2012; note: potency is the fitted concentration of half-maximal effect
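Infectious HCVcc-Cre (~0.5 moi) was added to cells just after compound, with cells seeded 4 h earlier at 1,000 per well. Luciferase activity after 44 h culture reported infection; substrate was incubated 15 min at room temperature before reading.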
AmpC inh detg: qHTS Inhibitors of AmpC Beta-Lactamase (assay with detergent) | AmpC hydrolysis of nitrocefin, absorbance 480 nm, 0.01% Triton | Potency, µM (titrated, usually from 114 µM), inactives show at the top dose activity change, negative = inhibition, actives largely listed as inhibitors | 370,000 compounds, 0.041% hits | AID 485294, 2010;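 note: potency is the fitted concentration of half-maximal effect; 0% = no-compound wells and -100% = no-enzyme wells; nearly all actives have a fitted effect of over 25% in size; some results filed as inactive show a strong effect at the top dose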
Target sequence (P00811 whole entry, looked up): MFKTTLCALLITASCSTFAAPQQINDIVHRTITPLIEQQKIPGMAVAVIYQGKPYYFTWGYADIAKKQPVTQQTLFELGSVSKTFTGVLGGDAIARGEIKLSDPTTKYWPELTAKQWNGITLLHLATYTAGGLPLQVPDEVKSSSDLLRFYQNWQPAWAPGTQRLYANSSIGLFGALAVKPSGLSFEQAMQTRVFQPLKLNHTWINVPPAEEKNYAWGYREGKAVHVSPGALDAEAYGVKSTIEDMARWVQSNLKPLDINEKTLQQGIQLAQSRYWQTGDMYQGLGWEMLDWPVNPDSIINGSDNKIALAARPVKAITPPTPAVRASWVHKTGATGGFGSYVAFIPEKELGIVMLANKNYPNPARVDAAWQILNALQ
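20 mM phosphate pH 7.0 + 0.01% (detergent screen) or 0.0001% Triton X-100; 5.3 nM AmpC reagent; cpd preinc 15 min RT; nitrocefin (800 uM stock) to start; A480 q20 s × 4 min; Activity was normalised to no-enzyme and no-compound control wells.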
LmPK inh: qHTS Assay for Inhibitors of Leishmania Mexicana Pyruvate Kinase (LmPK) | AID 1721, 2009 | Q27686 | purified LmPK, Kinase-Glo ATP luminescence, 1 h | Potency, µM (top dose mostly 57.5 µM), for the others: at the top dose activity change, negative = inhibition, actives largely listed as inhibitors | 290,000 compounds, 0.37% hits; note: potency is the fitted concentration of half-maximal effect
Target sequence (Q27686 whole entry, looked up): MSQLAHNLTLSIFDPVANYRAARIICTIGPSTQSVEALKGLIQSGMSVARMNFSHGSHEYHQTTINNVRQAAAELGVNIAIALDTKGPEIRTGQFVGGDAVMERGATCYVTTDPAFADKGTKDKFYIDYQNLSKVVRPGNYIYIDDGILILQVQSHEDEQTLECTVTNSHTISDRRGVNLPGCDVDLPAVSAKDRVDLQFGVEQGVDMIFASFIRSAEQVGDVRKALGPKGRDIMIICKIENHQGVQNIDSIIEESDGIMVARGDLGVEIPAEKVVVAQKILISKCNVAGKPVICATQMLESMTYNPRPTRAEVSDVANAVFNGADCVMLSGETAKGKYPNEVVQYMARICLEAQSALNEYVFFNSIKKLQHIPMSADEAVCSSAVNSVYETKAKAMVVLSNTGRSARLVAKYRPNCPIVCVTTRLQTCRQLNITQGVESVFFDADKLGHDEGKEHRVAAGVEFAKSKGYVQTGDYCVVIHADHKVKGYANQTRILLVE
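Purified LmPK (0.1 nM) converted ADP (0.1 mM) to ATP with PEP (0.5 mM) in imidazole buffer pH 7.2 with KCl and MgCl2, 1 h at room temperature. ATP was read by Kinase-Glo luminescence; data normalized to uninhibited and no-enzyme controls.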
AMA1-RON2 inh: qHTS for Inhibitors of AMA1-RON; Towards Development of Antimalarial Drug Lead: Primary Screen | 360,000 compounds, 0.2% hits | AlphaScreen AMA1-biotinylated RON2 peptide binding | Potency, µM (doses to about 58.2 µM), for inactives: top-dose activity change, negative = inhibition, hits mostly inhibitors | Plasmodium falciparum AMA1 (3D7) - RON2 peptide interaction;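 note: potency is the fitted concentration of half-maximal effect; 0% = vehicle wells and -100% = peptide control; nearly all actives have a fitted effect of over 45% in size; some results filed as inactive show a strong effect at the top dose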
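AMA1 (3D7) with his tag at 25 nM final met compounds first, then biotinylated RON2 peptide at 25 nM; detection used donor plus acceptor beads, 10 µg/mL apiece, read by AlphaScreen after 30 min at room temperature.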
AmpC no deterg: qHTS Inhibitors of AmpC Beta-Lactamase (assay without detergent) | P00811 | AmpC nitrocefin hydrolysis, absorbance 480 nm, 0.0001% Triton | Potency, µM (series often up to 57.1 µM), inactives show at the top dose activity change, negative = inhibition, actives largely listed as inhibitors | 330,000 compounds, 0.52% hits | AID 485341, 2010;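 note: potency is the fitted concentration of half-maximal effect; plate controls were no compound for no effect and no enzyme for full effect; nearly all actives have a fitted effect of over 20% in size; some results filed as inactive show a strong effect at the top dose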
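AmpC (5.3 nM in the dispensed reagent) in 20 mM phosphate pH 7.0 with 0.01% (detergent screen) or 0.0001% Triton X-100 was preincubated with compounds for 15 min at room temperature. Nitrocefin was then added from an 800 uM solution, and hydrolysis was followed at 480 nm.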
HCMV antiviral: qHTS Assay for inhibitors of the human cytomegalovirus (HCMV). HFF cells, HCMV-luciferase reporter, 72 h; active compounds read low. AID 1259415, 2018. activity change, negative = inhibition, % at 57.5 µM. 410,000 compounds, 4.5% hits; in the data active = activity change below about -60%; inconclusive = no clear call, values can overlap the other calls; inactive = above about -39%
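Screen run at 2 compound doses on HFFs infected with reporter HCMV, MOI 1 PFU/cell. Luciferase activity from cell lysates at 72 h post infection gave inhibition relative to buffer-only and Salinomycin wells.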
TbPYK inhibitor: qHTS of Trypanosoma Brucei Inhibitors; AID 624173, 2012; 410,000 compounds, 0.12% hits; Potency, µM (top dose mostly 76.8 µM), without a hit: at the top dose activity, negative = inhibition, hits mostly inhibitors; TbPYK enzyme, Kinase-Glo Plus ATP luminescence, 45 min; note: potency is the fitted concentration of half-maximal effect; nearly all actives have a fitted effect of over 50% in size
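Luminescence from Kinase-Glo Plus, added after a 45-minute room-temperature reaction, served as the end-point read-out. The enzyme and substrate were preincubated with compound before ADP (130 uM final) initiated turnover. Concentration-effect curves came from normalized qHTS data.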
* marks the source's active call; other numbers are inactive results; u = inconclusive; x = no result given; & = joins results of further samples; [ ] = dose if it differs, or a comment. Unless noted, calls come from the whole dose curve; as a rule, active = well fitted curve in the direction sought with a large enough effect; inconclusive = small, poorly fitted or top-dose-only effect, or another doubt; inactive = no such curve, though single readings can be large; an effect the other way counts as inactive or inconclusive. Unless noted, % is set by controls: 0 for no effect and ±100 for the full control effect.

Key to letters – A = HCV inhibitor; B = AmpC inh detg; C = LmPK inh; D = AMA1-RON2 inh; E = AmpC no deterg; F = HCMV antiviral; G = TbPYK inhibitor
COc1ccc(-c2nc(N)nc(C)c2Oc2ccccc2Br)c(O)c1
  A: u	B: 0%	C: 0%	D: -8%	E: 20%	F: -16	G: 0%
CC(C)(Oc1ccc(Cl)cc1)C(=O)N/N=C/c1cn[nH]c1-c1ccccc1
  A: -10%	B: -4%	C: 8%	D: 28%	E: 59%	F: -3	G: -2%
CCN(CC)S(=O)(=O)c1ccc(NC2c3ccccc3C(=O)N2c2ccc(C)cn2)cc1 (stereo not drawn)
  A: 14µM*	B: -12%	C: -5%	D: 7%	E: -7%	F: 49	G: -10%
O=C(Nc1nc(-c2ccccc2)c(-c2ccccc2)s1)c1ccc(S(=O)(=O)N2CCCCC2)cc1
  A: -15%	B: 0%	C: -1%	D: 16%	E: -23%	F: 33	G: -5%
O=C(CSC(=S)N1CCOCC1)N1N=CCC1c1ccccc1 (stereo not drawn)
  A: -1%	B: -1%	C: 8%	D: 37%[activator]	E: -6%	F: -6	G: 2%
CCSc1ccccc1C(=O)N1CCN(c2ccccc2F)CC1
  A: 6%	B: 2%	C: 0%	D: -16%	E: 26%	F: -103*	G: 6%
COc1ccc(CN2CCC(N3CC(C)OC(C)C3)CC2)c(OC)c1 (stereo not drawn)
  A: -4%	B: -7%	C: -6%	D: 1%	E: -1%	F: 8	G: 36%[activator]
COC(=O)[C@H]1[C@H]2C[C@H]3c4[nH]c5ccccc5c4CCN3C[C@H]2CC[C@@H]1O
  A: -11%	B: -5%	C: -10%	D: -6%	E: -12%	F: -39	G: 2%&2%
O=C1c2ccccc2C(=O)C1c1ccc(Br)cc1
  A: 5%	B: 2%	C: -6%	D: 13%	E: -54%	F: -32	G: -3%&-2%
C[C@H](CO)N1C[C@H](C)[C@@H](CN(C)S(=O)(=O)c2ccccc2)Oc2c(NS(=O)(=O)c3ccccc3)cccc2C1=O
  A: 34%[activator]	B: x	C: x	D: 5%	E: 255%[activator]	F: 19	G: 5%
CN(/N=C/c1c[nH]c2ccccc12)c1cnn(-c2ccc(F)c(Cl)c2)c(=O)c1Cl
  A: -11%	B: u	C: 9%	D: 11%	E: -8%	F: 17	G: -24%
C=CCNC(=O)CC(=O)N/N=C/c1cccc(Br)c1
  A: 5%	B: -15%	C: -2%	D: 7%	E: -18%	F: -5	G: 2%
COc1ccc(C(C[N+](=O)[O-])c2c(C)cc3ccccn23)c(OC)c1 (stereo not drawn)
  A: -9%	B: 1%	C: -8%	D: 0%	E: -14%	F: 24	G: -18%
COc1ccc(NC(=O)c2oc3ccccc3c2NC(=O)C2CC2)cc1
  A: -26%	B: 1%	C: 1%	D: 3%	E: -17%	F: -23	G: 0%
CC1=C(C(=O)Nc2ccccc2)C(c2ccc[nH]2)n2ncnc2N1 (stereo not drawn)
  A: x	B: -1%	C: x	D: x	E: -40%	F: u	G: -13%

Later entries:
Key to letters – A = HCV inhibitor; B = AmpC inh detg; C = LmPK inh; D = AMA1-RON2 inh; E = AmpC no deterg; F = HCMV antiviral; G = TbPYK inhibitor
O=C(COC(=O)c1ccc([N+](=O)[O-])o1)NCCCc1ccccc1
  A: 7%	B: x	C: x	D: -8%	E: -7%	F: u	G: -8%
CCCCN1C(=O)C(CC(=O)NCCc2ccccn2)CC(C(=O)N(C(C)C)C(C)C)=C1C (stereo not drawn)
  A: x	B: x	C: x	D: 125%[activator]	E: x	F: 3	G: 11%
COc1ccc(S(=O)(=O)N2CCOCC2)cc1NC(=O)c1cccc(-n2cccc2)c1
  A: 7%	B: 2%	C: x	D: -9%	E: 2%	F: -15	G: 1%
CC(=O)Nc1cccc(C(=O)OCC(=O)NNC(=O)c2ccc([N+](=O)[O-])cc2)c1
  A: -5%	B: -19%	C: x	D: 130%[activator]	E: -9%	F: 4	G: 3%
O=C(OCc1nnc(-c2ccc(Br)cc2)o1)c1ccco1
  A: 24%	B: -6%	C: -1%	D: -7%	E: -12%	F: -10	G: 0%
Cc1c(C(=O)c2ccc(Cl)c(Cl)c2)cnc2cc3c(cc12)OCO3
  A: u	B: u	C: 8%	D: -16%	E: -13%	F: -2	G: 4%
O=[N+]([O-])c1cccc(N=NNc2cccc([N+](=O)[O-])c2)c1
  A: x	B: x	C: x	D: -2%	E: x	F: 22	G: 4%
Cc1cccnc1NC(=O)Nc1ccc(F)cc1
  A: 2%	B: -10%	C: 10%	D: -20%	E: -21%	F: 60	G: -4%
CCOC(=O)C1CCN(C(=O)CN2C(=O)c3cccnc3Oc3ccc(C)cc32)CC1
  A: 9%	B: 9%	C: -1%	D: 0%	E: 27%	F: 39	G: 13%
CCCC(=O)Nc1sc(C(=O)Nc2cccc(N)c2)c(C)c1C(=O)OC
  A: u	B: 4%	C: -4%	D: 2%	E: -13%	F: 57	G: 2%
C[N+](C)(C)CCOP(=O)([O-])OC[C@H](O)CO
  A: 2%[8.37 µM]	B: u	C: 0%	D: -23%	E: -17%	F: 11	G: 1%
Cc1ccc(N2C(=O)CC(Cc3ccc(Cl)cc3)C2=O)cc1 (stereo not drawn)
  A: 18%	B: -22%	C: 0%	D: -15%	E: -15%	F: -3	G: 1%
COc1ccc(-c2nc3ccc(C)cn3c2NCc2ccc3c(c2)OCO3)cc1
  A: 21%	B: 0%	C: 1%	D: -13%	E: 0%	F: u	G: -1%
CCCN(CC(=O)Nc1ccc(F)c(F)c1F)C(=O)C1CC(=O)N(Cc2ccccc2)C1 (stereo not drawn)
  A: 6%	B: -11%	C: x	D: -10%	E: 50%	F: 8	G: -11%
O=S(=O)(c1ccc(Oc2ccc(Cl)cc2)c(S(=O)(=O)N2CCCCC2)c1)N1CCCCC1
  A: 6%	B: 0%	C: 4%	D: 4%	E: -15%	F: -31	G: -1%

In another format: entries from further up
Values run as follows: HCV inhibitor | AmpC inh detg | LmPK inh | AMA1-RON2 inh | AmpC no deterg | HCMV antiviral | TbPYK inhibitor
- CCSc1ccccc1C(=O)N1CCN(c2ccccc2F)CC1
    6% | 2% | 0% | -16% | 26% | -103* | 6%
- C[N+](C)(C)CCOP(=O)([O-])OC[C@H](O)CO
    2%[8.37 µM] | u | 0% | -23% | -17% | 11 | 1%
- COC(=O)[C@H]1[C@H]2C[C@H]3c4[nH]c5ccccc5c4CCN3C[C@H]2CC[C@@H]1O
    -11% | -5% | -10% | -6% | -12% | -39 | 2%&2%
- O=C(CSC(=S)N1CCOCC1)N1N=CCC1c1ccccc1 (stereo not drawn)
    -1% | -1% | 8% | 37%[activator] | -6% | -6 | 2%

Continuation.
Key to letters – A = HCV inhibitor; B = AmpC inh detg; C = LmPK inh; D = AMA1-RON2 inh; E = AmpC no deterg; F = HCMV antiviral; G = TbPYK inhibitor
CCOc1cc(CNCC2CCCN2CC)cc(Cl)c1OC (stereo not drawn)
  A: -8%	B: -1%	C: -1%	D: 0%	E: -52%	F: -21	G: 3%
COc1ccc(C(C)NC(=O)Nc2ccc(C(C)=O)cc2)cc1OC (stereo not drawn)
  A: u	B: 3%	C: -3%	D: 0%	E: -35%	F: 25	G: 4%
O=C(O)CCn1c2ccccc2c2nc3ccccc3nc21
  A: 16%	B: -5%	C: 2%	D: -7%	E: -24%	F: 46	G: -5%
CCCc1cc(N2CCN(C(=O)c3ccco3)CC2)n2c(nc3ccccc32)c1C#N
  A: u	B: 3%	C: -4%	D: 2%	E: 88%[activator]	F: u	G: 4%
CCc1c(C)[nH]c2c(C)cccc2c1=O
  A: -7%	B: -3%	C: -11%	D: 4%	E: -7%	F: 4	G: -8%
O=C(NC1CCCCC1)C(c1cccs1)N(C(=O)c1ccco1)c1ccc2c(c1)OCCO2 (stereo not drawn)
  A: u	B: -15%	C: -10%	D: 0%	E: 14%	F: -61*	G: -6%
COc1ccc(S(=O)(=O)NCC(=O)N(CC(=O)NCC2CCCO2)c2ccccc2C)cc1 (stereo not drawn)
  A: -2%&-5%	B: u	C: -1%	D: 42%[activator]	E: 55%	F: 23	G: -2%
Cc1ccccc1N/N=C/c1sc(=O)n(Cc2cccc(C(=O)O)c2)c1Cl
  A: 2%	B: -11%	C: 4%	D: -13%	E: -25%	F: -37	G: -26%
N#Cc1ccccc1S(=O)(=O)N1CCN(c2ccc(S(=O)(=O)N3CCOCC3)cn2)CC1
  A: 17%	B: -5%	C: 4%	D: 42%[activator]	E: 54%	F: -25	G: 2%
O=C(O)CNC(=O)/C(=C\c1ccc2c(c1)OCO2)NC(=O)c1ccc(Br)cc1
  A: 7%	B: 2%	C: 2%	D: 0%	E: -27%	F: -3	G: -5%
Cc1ccc2oc3c(c(=O)c2c1)C(c1ccccc1F)N(c1ccccn1)C3=O (stereo not drawn)
  A: x	B: 19%	C: x	D: x	E: x	F: -8	G: -5%
O=C(Cc1ccc(NC(=O)C2CCCN(C(=O)CCc3ccccc3)C2)cc1)Nc1cccc(C(=O)N2CCCCC2)c1 (stereo not drawn)
  A: 7.9µM*	B: x	C: x	D: 4%	E: x	F: u	G: 1%
CC(=O)Nc1ccc(OCC(O)Cn2c3ccccc3c3ccccc32)cc1 (stereo not drawn)
  A: u	B: -12%	C: 7%	D: u	E: 57%	F: -23	G: 6%
O=C(/C=C/c1ccc(Cl)cc1Cl)NCCSCc1ccccc1
  A: u	B: -3%	C: 1%	D: 11%	E: -34%	F: -28	G: -2%
O=C1C(C2=NC(C(=O)O)C3C(=O)N(c4ccccc4)C(=O)C23)=C(O)c2ccccc21 (stereo not drawn)
  A: 13%	B: 8%	C: 2%	D: 15%	E: -14%	F: 23	G: -2%
Cc1cccc2nc(C(=O)Nc3cccc(C(=O)NC4CC4)c3)cn12
  A: -29%	B: -9%	C: x	D: -3%	E: -10%	F: 0	G: -5%
CC1(C)Cc2c(sc(NC(=O)C(=O)N3CCCCC3)c2C(N)=O)CO1
  A: 24%	B: 8%	C: 1%	D: 22%	E: 0%	F: 0	G: 8%
CCOc1ccc(S(=O)(=O)Nc2cccc(C(=O)N3CCN(c4ccc(OC)cc4)CC3)c2)cc1
  A: -11%	B: -14%	C: -2%	D: -18%	E: -9%	F: 14	G: 2%

Bioassay records (PubChem)
